# HTT ATP protect = cytoprotection in Huntington HTT-Q103 PC12 cell model; 230,000 compounds, 0.14% hits; Potency, µM (doses to about 56.4 µM), inactives show cytoprotection (ATP increase), usual class: activators; PC12 HTT-Q103 induced, cytoprotection, ATP luminescence, 40 h;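 further: % of control where 0% means no effect; nearly all actives have a fitted effect of over 45% in size; toxic huntingtin expression switched on by the ecdysone agonist tebufenozide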
#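 PC12 cells stably carrying ecdysone-inducible Htt exon 1 (Q103)–GFP were induced with 100 nM tebufenozide (final) alongside library compounds in a dose series. Cytoprotection was scored as retained ATP by ATPlite luminescence.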
# Tau fibril ThT = inhibitors of human tau fibril formation, thioflavin T binding. Potency, µM (doses to about 57.4 µM), for the others: top-dose activity, negative = inhibition, actives largely listed as inhibitors. 270,000 compounds, 2.1% hits. recombinant tau K18 P301L, heparin-induced fibrillization, ThT fluorescence. P10636; further: on the % scale 0 is the no-effect control and ±100 the full control effect; nearly all actives have a fitted effect of over 55% in size
# Target sequence (P10636 561-689 P618L limits assumed): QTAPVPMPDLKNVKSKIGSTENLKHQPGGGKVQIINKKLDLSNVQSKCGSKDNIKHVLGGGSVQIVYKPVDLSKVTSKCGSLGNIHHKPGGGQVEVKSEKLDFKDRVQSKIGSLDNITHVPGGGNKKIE
#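 ThT emission at 510 nm, taken 1 hr after adding 30 uM dye, quantifies aggregates formed when 20 uM heparin acts on human tau K18 P301L for 6 hr at 37 C.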
# Tau FP inhib = inhibitors of human tau fibril formation. 280,000 compounds, 0.39% hits. Potency, µM (titrated, usually from 57.7 µM), for the others: at the top dose activity, negative = inhibition, usual class: inhibitors. P10636. K18 P301L tau heparin fibrillization, Alexa594 FP, 6 h; further: on the % scale 0 is the no-effect control and ±100 the full control effect; nearly all actives have a fitted effect of over 55% in size
#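 K18 P301L tau (15 uM unlabeled/0.24 uM Alexa 594-labeled, final) + compound + heparin 20 uM final; 100 mM NaOAc pH 7; 6 hr 37 C; ThT 30 uM final added, 1 hr RT; FP ex 555/em 632 nm.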
# aGal spleen mod = inhibits or activates alpha-galactosidase in human spleen homogenate; Potency, µM (titrated, usually from 80 µM), inactives show top-dose activity change, negative = inhibition, usual class: inhibitors; human spleen homogenate, 4MU-alpha-Gal fluorescence, 40 min; 240,000 compounds, 0.008% hits; P06280; AID 2107;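 further: 0% = enzyme with vehicle and -100% = no enzyme basal signal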
# Target sequence (P06280 32-429 limits assumed): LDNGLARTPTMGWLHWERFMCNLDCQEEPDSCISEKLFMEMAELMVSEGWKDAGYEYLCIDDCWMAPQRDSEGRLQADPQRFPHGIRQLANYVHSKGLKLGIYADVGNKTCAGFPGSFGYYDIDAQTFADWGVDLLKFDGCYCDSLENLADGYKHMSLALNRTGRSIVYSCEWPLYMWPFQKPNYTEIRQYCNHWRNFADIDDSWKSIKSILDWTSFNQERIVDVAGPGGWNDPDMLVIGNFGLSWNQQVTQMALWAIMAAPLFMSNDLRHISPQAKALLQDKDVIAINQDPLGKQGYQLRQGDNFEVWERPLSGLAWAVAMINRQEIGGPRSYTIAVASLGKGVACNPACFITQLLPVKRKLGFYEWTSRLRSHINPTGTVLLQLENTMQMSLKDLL
#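 Inhibition or activation of alpha-galactosidase in human spleen homogenate is scored by 4-MU fluorescence after 40 min at 37C, pH 5.0, with 1 mM substrate. AC50s come from concentration-response fitted to the Hill equation.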
# GAA spleen mod = inhibitors or activators of human alpha-glucosidase in spleen homogenate. P10253. human spleen homogenate, 4-MU-alpha-glucoside fluorescence. Potency, µM (top dose mostly 79.9 µM), for inactives: top-dose activity change, negative = inhibition, most hits filed as inhibitors. 240,000 compounds, 0.006% hits;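 further: 0% = enzyme with vehicle and -100% = no enzyme basal signal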
#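 Enzyme source: human spleen homogenate, 1 ug/well. Buffer 50 mM citric acid/K phosphate pH 5.0, 0.01% Tween-20. 4-MU-alpha-glucoside 1 mM; 37 C x 40 min; NaOH/glycine stop; fluorescence.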
# Tau fluor counter = counter-screen for tau fibril formation inhibitors; tau K18 P301L (four-repeat tau fragment) Alexa594 fluorescence, heparin fibrillization; Potency, µM (doses to about 57.7 µM), without a hit: at the top dose activity change, negative = decrease; 280,000 compounds, 0.93% hits; further: on the % scale 0 is the no-effect control and ±100 the full control effect; nearly all actives have a fitted effect of over 55% in size
#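 Human K18 P301L tau (15 uM unlabeled plus 0.24 uM Alexa 594-labeled, final) in 100 mM sodium acetate pH 7 was mixed with compound and 20 uM heparin and incubated 6 hr at 37 C.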
# GAA glycogen mod = alters human alpha-glucosidase cleavage of glycogen; P10253; recombinant GAA, glycogen substrate, Amplex Red glucose oxidase fluorescence; Potency, µM (top dose mostly 76.4 µM), inactives show top-dose activity change, negative = inhibition, usual class: inhibitors; 300,000 compounds, 0.38% hits;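 further: 0% = full enzyme reaction and -100% = no-enzyme basal signal; the screen sought inhibitors and activators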
#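 Recombinant enzyme (4 nM final) with compounds titrated up to 77 uM and bovine liver glycogen (30 ug) in citrate pH 5.0, 0.01% Tween-20, 37 C 40 min. Released glucose detected by Amplex Red/glucose oxidase (Ex 573/Em 610); AC50 from Hill fits.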
# GAA inhib = blocks human lysosomal alpha-glucosidase; P10253; purified human GAA, 4-MU-alpha-glucoside fluorescence; Potency, µM (doses to about 76.9 µM), inactives show top-dose activity change, negative = inhibition, hits mostly inhibitors; 200,000 compounds, 0.005% hits; AID 1466;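 further: plate controls were uninhibited enzyme wells for no effect and no-enzyme background for full effect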
#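 Fluorogenic assay: 4 nM human alpha-glucosidase with 400 uM 4-methylumbelliferyl-alpha-D-pyranoside in 50 mM citrate/phosphate, 0.005% Tween-20, pH 5.0, 20 min at room temperature. Compounds tested up to 77 uM; AC50 from Hill fits.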
# Starred values were filed as active, the others as inactive; u = inconclusive; x = no result given; [ ] = another dose, or the depositor's remark. The call rests on the fitted dose curve; in most records, active means well fitted curve in the direction sought with a large enough effect; inconclusive means small, poorly fitted or top-dose-only effect, or another doubt; inactive means no such curve, though single readings can be large; an effect the other way counts as inactive or inconclusive. Potency means the concentration at half of the fitted maximal effect.
SMILES,HTT ATP protect,Tau fibril ThT,Tau FP inhib,aGal spleen mod,GAA spleen mod,Tau fluor counter,GAA glycogen mod,GAA inhib
COc1ccc(C2CC(=O)C3=C(C2)Nc2ccccc2N(C(=O)CCC(=O)O)C3c2ccc(F)cc2)cc1OC (configuration not stated),-6%[10 µM],-7%,-3%,-7%,-5%,0%,4%,x
CCOc1cc(NC(=S)Nc2cccc(OC)c2)c(OCC)cc1NC(=O)C(C)C,-22%,-21%,8%,-4%,-4%,-24%,-19%,1%
CN(C)CCCOc1nc2c(c(=O)n(C)c(=O)n2C)n1C,9%[10 µM],-1%,-13%,2%,-6%,-3%,-5%,-11%
Cc1ccc(CNC(=O)CSc2nc(C)cc(C)c2C#N)cc1,-11%,-1%,-6%,-1%,-3%,-3%,10%,-25%
CN(C)C(=S)Nc1ccc2ccccc2c1,-5%[10 µM],-11%,-7%,-5%,-5%,-22%,6%,-3%
COc1cc(C(=O)Nc2nc(OC)c(-c3ccccc3)c(OC)n2)cc(OC)c1OC,-15%,-16%,3%,9%,6%,-10%,-9%,2%
CCOC(=O)c1ccc(NC(=O)NCc2c(C)nn(CC)c2C)cc1,-33%[inhibitor],-1%,-4%,3%,2%,-2%,8%,-2%
CCOC(=O)Cn1cc(/C=C/[N+](=O)[O-])c2ccccc21,13%[10 µM],u,3%,0%,-6%,0%,13%,7%
Cc1ccc(NC(=O)CCN2C(=O)c3cccc4cccc(c34)C2=O)cc1,-36%[inhibitor],-4%,u,-2%,1%,-15%,6%,5%
O=C(NNC(=S)Nc1ccc(Cl)c(Cl)c1)c1ccccn1,x,u,u,-6%,-3%,-30%,u,-6%
Clc1ccc(-c2csc3ncnc(NCCN4CCOCC4)c23)cc1,-9%,-15%,9%,-7%,-2%,-9%,4%,-6%
O=C(c1ccc2c(c1)N(Cc1c(F)cccc1Cl)C(=O)c1ccccc1S2)N1CCCC1,x,-6%,0%,x,x,-6%,11%[76.3 µM],x
CC(C)CC(=O)Nc1ccc(OCC(=O)O)cc1,-3%,-11%,u,8%,8%,-3%,5%,-5%
Cc1ccccc1-c1nc(CS(=O)(=O)CC(=O)NCCCN2CCCC2)c(C)o1,-6%,-17%,-4%,5%,2%,-10%,-15%,-7%
O=C(c1ccccc1)N1CCN(C2c3cccc4cccc(c34)C2NS(=O)(=O)c2ccccc2)CC1 (configuration not stated),-44%[inhibitor],-7%,-10%,4%,8%,-9%,5%,-10%
O=C(C1CC1c1ccccc1)N1CCN(c2cccc(Cl)c2)CC1 (configuration not stated),-13%,u,-1%,0%,-8%,-18%,-3%,-9%
CCN(CC)CCN1C(=O)C(O)=C(C(=O)c2cc3cccc(OC)c3o2)C1c1ccc(F)cc1 (configuration not stated),8%[10 µM],u,0%,5%,-1%,-17%,7%,-1%
CC(=O)C1=C(O)C(=O)OC1c1ccc(C)cc1 (configuration not stated),-5%,-5%,2%,7%,-20%,-7%,-2%,-2%[15.4 µM]
CCOC(=O)N1CCN(C(=O)CN(c2ccc(C)cc2)S(=O)(=O)c2c(C)noc2C)CC1,-19%[10 µM],4%,2%,-11%,3%,2%,1%,1%
Cc1ncc(CO)c2c1Oc1nc(-c3ccccc3)nc(SCC(=O)Nc3cccc(C(F)(F)F)c3)c1C2,x,5%,-8%,x,x,-6%,6%[76.3 µM],x
C[C@H]1CC[C@@H]2N(C1)C[C@H]1[C@@H]3C[C@H]4[C@@H](C/C(=N\O)[C@H]5C[C@@H](O)CC[C@@]54C)[C@@H]3CC[C@H]1[C@]2(C)O,-12%,-1%,2%,-5%,4%,-7%,x,x
CC(=O)c1nc2ccccc2n1S(=O)(=O)c1ccc(Cl)cc1,-3%,-9%,3%,0%,-5%,-4%,6%,-5%
COC(=O)/C=C1/S/C(=N/NC(=O)c2ccc(Cl)cc2Cl)NC1=O,27%[10 µM],x,0%,19%,6%,9%,1%,x
CCN(CC)CCN(C(=O)c1cccc([N+](=O)[O-])c1)c1nc2ccc(OC)cc2s1,2%,2%,-9%,2%,-3%,-4%,-5%,-1%
O=C(COc1ccccc1Br)NCc1ccco1,-29%,1%,-6%,0%,-4%,-2%,6%,-2%
CCCCN(CCCNC(=O)c1c(C)oc2nc[nH]c(=O)c12)Cc1ccccc1,x,2%,-2%,x,x,-5%,12%[76.3 µM],x
COc1cc(C)c(C(C)C)cc1S(=O)(=O)N1CCOCC1,-5%,-3%,0%,-1%,0%,5%,-8%,-5%
CCOC(=O)c1nc(S(C)(=O)=O)ncc1N1CCOCC1,-10%[10 µM],-3%,-3%,5%,-1%,1%,1%,-1%
Cc1nn(C)c(C)c1S(=O)(=O)N1CCC(C(=O)NC2CCCCC2)CC1,7%,-7%,6%,5%,6%,-3%,2%,-4%
COC(=O)c1ccc(C(/C=C/[C@@H](C)C(=O)NCc2ccc(OC)c(O)c2)NC(=O)OCc2ccccc2)cc1 (some centres not stated),-3%,u,13%,-3%,-4%,-19%,x,x
O=C(c1ccccc1)c1cc2c(cc1[N+](=O)[O-])OCCO2,-11%[10 µM],-11%,2%,3%,-10%,-19%,-9%,14%
Cc1ccc(CNc2ccc(N3CCOCC3)c(C(=O)O)c2)s1,14%,-9%,5%,-6%,-3%,-6%,u,u
COCCNC(=O)c1onc(CSc2cccc(OC)c2)c1C(=O)O,-2%,-2%,-11%,1%,-5%,-7%,-1%,-2%
C/C(=N\NC(=O)c1ccncc1)c1cccs1,-66%[inhibitor],-6%,-2%,2%,2%,-5%,-8%,2%
N#Cc1nc(-c2ccco2)oc1N1CCC(Cc2ccccc2)CC1,-33%,-22%,14%,-1%,-3%,u,-13%,-5%
O=c1cc(CO)occ1OCc1cccc(F)c1,16%,2%,-12%,5%,4%,-4%,6%,-4%
CCOc1ccc(S(=O)(=O)Nc2cccc(OC)c2)c2cccnc12,x,-6%,u,x,x,-18%,8%[76.3 µM],x
N#CCSc1nnc(C2CCCCC2)n1-c1ccccc1,1%,0%,1%,2%,1%,6%,10%,-13%
Cc1ccc2c(c1)c(=O)c(Br)c(C)n2Cc1ccccc1,-12%[0.074 µM],-14%,-4%,2%,-14%,-3%,-6%,-3%
Cc1ccccc1C(=O)Nc1ccccc1Sc1ccccc1,-26%[10 µM],-9%,-9%,-2%,5%,-9%,-3%,0%

# Reformatted as labelled records: part of the list above
CC(C)CC(=O)Nc1ccc(OCC(=O)O)cc1
  HTT ATP protect = -3%; Tau fibril ThT = -11%; Tau FP inhib = u; aGal spleen mod = 8%; GAA spleen mod = 8%; Tau fluor counter = -3%; GAA glycogen mod = 5%; GAA inhib = -5%

Cc1ccccc1-c1nc(CS(=O)(=O)CC(=O)NCCCN2CCCC2)c(C)o1
  HTT ATP protect = -6%; Tau fibril ThT = -17%; Tau FP inhib = -4%; aGal spleen mod = 5%; GAA spleen mod = 2%; Tau fluor counter = -10%; GAA glycogen mod = -15%; GAA inhib = -7%

O=C(c1ccccc1)N1CCN(C2c3cccc4cccc(c34)C2NS(=O)(=O)c2ccccc2)CC1 (configuration not stated)
  HTT ATP protect = -44%[inhibitor]; Tau fibril ThT = -7%; Tau FP inhib = -10%; aGal spleen mod = 4%; GAA spleen mod = 8%; Tau fluor counter = -9%; GAA glycogen mod = 5%; GAA inhib = -10%

O=C(C1CC1c1ccccc1)N1CCN(c2cccc(Cl)c2)CC1 (configuration not stated)
  HTT ATP protect = -13%; Tau fibril ThT = u; Tau FP inhib = -1%; aGal spleen mod = 0%; GAA spleen mod = -8%; Tau fluor counter = -18%; GAA glycogen mod = -3%; GAA inhib = -9%

# Other entries follow:
SMILES,HTT ATP protect,Tau fibril ThT,Tau FP inhib,aGal spleen mod,GAA spleen mod,Tau fluor counter,GAA glycogen mod,GAA inhib
C/C(=N\NC(=O)c1ccccn1)C12CC3CC(CC(C3)C1)C2,-7%,-3%,2%,2%,-7%,5%,u,-8%
CCCc1nnc(-c2ccc(OC)cc2)o1,0%[10 µM],u,-15%,2%,2%,-15%,2%,9%
COCCn1c(=S)[nH]c2cc(C(=O)N3CCc4ccccc4C3)ccc2c1=O,14%,4%,4%,-1%,-7%,-4%,6%,1%
CC(NC(=O)c1cccc(Cn2cc([N+](=O)[O-])cn2)c1)c1ccc(C(C)(C)C)cc1 (configuration not stated),-15%,-15%,-10%,-7%,-7%,u,-3%,-3%
Cc1c(Cl)cccc1-n1c(SCC(=O)NCc2cccs2)nnc1-c1ccncc1,-19%,6%,-1%,-8%,-8%,5%,3%,-3%
CCCC(=O)Nc1ccc(C(=O)N/N=C/c2cccnc2)cc1,9%,-7%,-2%,-5%,2%,-7%,-26%,-5%
FC(F)(F)c1cc(Oc2ccccc2)ncc1-c1nnc(-c2ccccc2Cl)o1,8%[10 µM],-12%,7%,-3%,0%,-15%,-12%,-2%[15.4 µM]
CCn1c(Sc2ccc([N+](=O)[O-])cn2)nnc1-c1ccco1,x,-5%,-5%,1%,2%,-6%,12%,10%
O=C(CN1CCOCC1)Nc1ncc(Cc2cccc3ccccc23)s1,14%[10 µM],-15%,6%,-2%,-1%,-14%,2%,-12%
C/C(=N\NC(=O)C1COc2ccccc2O1)c1ccc(Cl)s1 (configuration not stated),-11%[10 µM],-5%,-3%,5%,0%,-10%,6%,-3%
Cc1cc(Nc2nc(Cl)c(Cl)cc2Cl)n(-c2ccccc2)n1,9%[1.9 µM],-18%,2%,-1%,-8%,-10%,-5%,-1%
Cc1nc(CC(C)C)cc(C(=O)N2CCCC(CNS(=O)(=O)c3cccs3)C2)n1 (configuration not stated),16%[10 µM],-1%,2%,-1%,1%,-4%,5%,0%
CCCCCCN1C=CC(=C/C=C(\C#N)C(=O)OCC)C=C1,-36%,u,12%,-6%,-7%,-22%,u,-2%
COc1ccc(CCNC(=O)c2ccc3ccccc3n2)cc1OC,14%[10 µM],-16%,4%,-9%,-6%,-2%,0%,u
COc1ccc(-c2noc(CCC(=O)NCCCN3CCN(c4ccc(F)cc4)CC3)n2)cc1,-32%[inhibitor],-2%,-9%,-6%,-6%,-12%,-16%,1%
COC(=O)CSc1nc2c(c(-c3ccc(C)o3)c1C#N)CCCC2,-11%,-22%,-4%,11%,-1%,-28%,-8%,1%
COc1cc(CN2CCC(C(=O)N3CCCC(C)C3)CC2)cc(OC)c1O (configuration not stated),-5%,-12%,3%,0%,-2%,-4%,u,-1%

# Bioassay records as filed in PubChem BioAssay.
